High-throughput results as filed in PubChem.
RAD54 branch = inhibitors of human RAD54 branch migration, primary screen, biochemical, fluorescence, single point; RAD54 Holliday junction branch migration, FAM/BHQ fluorescence; inhibition, % at 10.4 µM; hit rate 0.14% among 360,000;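 active means mean normalized replicate activity at least 40 and at least half of replicates scoring 40 or more; inconclusive means only one of the two criteria met; inactive means mean below 40 and under half of replicates reaching 40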;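 further: 0% = median of neutral control wells and 100% = median of positive control wells; inhibitors cause a drop in the FAM fluorescence signal; in these data hits start at about 50%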
F508del corr = F508del CFTR correction, initial screen, CFBE line, single point. CFBE cells, YFP halide quenching; stimulated with forskolin plus potentiator P3; % fluorescence drop versus neutral controls. activity (quench increase), % at 7.58 µM. hit rate 0.36% among 350,000;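 active means mean added fluorescence quench of at least 8% versus neutral control, with both replicates also reaching 8%; inconclusive means only one of the mean or replicate conditions met; inactive means mean below 8% and not both replicates reaching 8%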;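 further: cells transiently co-express mutant CFTR-F508del with the halide-sensitive YFP; corrector assay measuring rescue of mutant channel to the surface after 24 h compound exposure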
RAD52 inh = RAD52 DNA annealing inhibitors, primary screen, biochemical, FRET, single point, set 2; DNA repair protein RAD52 homolog (Homo sapiens), P43351; recombinant RAD52 DNA annealing, FRET fluorescence; inhibition, % at 18.7 µM; hit rate 0.46% among 360,000;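 active means every replicate showing at least 50% inhibition; inconclusive means mean inhibition at least 50% but not in every replicate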
Target sequence (P43351 whole entry, looked up): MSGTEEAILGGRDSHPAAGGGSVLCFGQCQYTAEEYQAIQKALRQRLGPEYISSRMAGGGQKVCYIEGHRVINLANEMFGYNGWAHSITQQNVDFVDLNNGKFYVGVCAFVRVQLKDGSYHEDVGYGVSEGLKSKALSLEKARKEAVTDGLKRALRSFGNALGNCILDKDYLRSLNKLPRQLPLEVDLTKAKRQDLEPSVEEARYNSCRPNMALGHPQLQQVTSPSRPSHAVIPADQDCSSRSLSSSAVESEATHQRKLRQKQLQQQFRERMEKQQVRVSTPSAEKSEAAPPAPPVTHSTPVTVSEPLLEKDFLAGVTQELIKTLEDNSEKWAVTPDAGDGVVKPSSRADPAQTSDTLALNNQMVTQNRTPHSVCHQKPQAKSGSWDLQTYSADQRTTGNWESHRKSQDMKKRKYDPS
Xi reactivation = activators of inactive X chromosome reactivation, primary screen, imaging, XiGFP fibroblasts, GFP high-content imaging, set 2; XiGFP mouse fibroblasts, % GFP-positive cells imaging, 3 d; cells co-treated with 5-aza-dC sensitizer; scaled so ellipticine positive control = 100%; activation, % at 7.58 µM; hit rate 0.055% among 360,000; AID 743238, 2013;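 active means mean normalized replicate activation at least 10% and every replicate at or above 10%; inconclusive means only one of the two criteria met; inactive means mean below 10% and not all replicates reach 10%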;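 further: 0% = median of on-plate neutral control wells and 100% = ellipticine 6 µM median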
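material = 68-5-11 XiGFP fibroblast line | medium = DMEM plus 5-aza-dC sensitizer | schedule = 3 days compound exposure | benchmarks = positive control ellipticine, 6 µM final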
ERAP1 HTS inh = human ERAP1 aminopeptidase inhibitors, primary screen, biochemical, single point, plate reader; Endoplasmic reticulum aminopeptidase 1 (Homo sapiens), Q9NZ08; hit rate 0.15% among 340,000; inhibition, % at 10.7 µM; AID 652197, 2013; recombinant ERAP1, Leu-AMC fluorescence, 60 min;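 active means mean replicate inhibition of at least 30%, or all replicates individually reaching that 30% level; inactive means mean below 30% and not every replicate reaching it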;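 further: 0% = neutral control wells and 100% = L-leucinethiol positive control wells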
ARNT-TACC3 inh = disruptors of ARNT/TACC3 protein interaction, primary screen, biochemical, AlphaScreen, single concentration | Transforming acidic coiled-coil-containing protein 3 (Homo sapiens), Q9Y6A5 | AlphaScreen His-ARNT PAS-B/GST-TACC3 binding, luminescence; TACC3 fragment carries E629A point mutation | inhibition, % at 9.99 µM | hit rate 0.66% among 390,000 | AID 623870, 2012;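 active means mean inhibition of replicates at least 50% and at least half of replicates each reaching 50%; inconclusive means half or more replicates reach 50% but mean below 50%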;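 further: 0% = complete ARNT plus TACC3 wells and 100% = ARNT alone without TACC3; many hits fall short of the cut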
INS-1E GSIS act = GLuc luminescence reporter in INS-1E cells, primary screen for activators of glucose-dependent secretion of insulin; INS-1E GLuc reporter insulin secretion, 2-3 h; activation, % at 16.6 µM; hit rate 0.61% among 370,000; AID 743287, 2014;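 active means lowest replicate activation of at least 40%, so every replicate reaches that level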;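 further: 0% = median of neutral control wells and 100% = median of IBMX positive control wells; some compounds called inactive have numbers as strong as hits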
esBAF inh = Bmi1 luciferase reporter increase in mESCs, primary screen, esBAF inhibitor project, mouse ES cells, Bmi1 luciferase knock-in, single point; hit rate 2% among 350,000; reporter increase, % at 12.5 µM; 24 h; 100% = twice the neutral-well signal; in the data active means activation above about 40%; inconclusive means no clear call, values can overlap the other calls;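 further: 0% = median of the plate's neutral control wells and 100% = double that signal; a rise in the Bmi1 reporter signal indicates esBAF inhibition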
Numbers without * were called inactive; u = inconclusive; x = not tested or not shown; & = joins results of further samples.

1	COc1ccc(NC(=O)N(C)C[C@H]2OCCCC[C@H](C)Oc3ccc(NC(=O)NC(C)C)cc3C(=O)N([C@@H](C)CO)C[C@H]2C)cc1
2	NC(=O)c1c(N)sc2c1CCCC2
3	CCc1ccc(NC2Nc3cc(C)nn3S2)cc1 (stereo not given)
4	C=CCN(c1ccc(C(=O)Nc2cc(C)cc(C)c2)cc1)S(C)(=O)=O
5	COc1ccc(NC(=O)C2C3CC/C=C\CCC32)cc1 (stereo not given)
6	CN(CC(=O)N1CCc2ccccc2C1)c1ccccc1
7	CC(=O)N(C)C[C@@H]1[C@@H](c2ccc(-c3cccnc3)cc2)[C@H](CO)N1C(=O)C1CC1
8	CCN(CC)C(=O)C1=C(C)N(Cc2ccc(C(C)(C)C)cc2)C(=O)C(CC(=O)NC2CCCCC2)C1 (stereo not given)

assay / compound	1	2	3	4	5	6	7	8
RAD54 branch	7	-5	-11	x	-4	-8	1	-8
F508del corr	2.0	-0.4	x	x	2.3	1.4	3.2	-3.6
RAD52 inh	-4	-2	x	-16	-2	-19	4	-11
Xi reactivation	-0.4	0.1	0.0	0.1	0.2	0.2	0.0	-0.1
ERAP1 HTS inh	1	-9	x	4	4	-1	2	-4
ARNT-TACC3 inh	-7	-1	3	0	-6	10	6	x
INS-1E GSIS act	14	x	3	3	7	-5	-8	-41
esBAF inh	-6	0	x	x	x	0	-9	0

9	O=C1NCCCCC1NS(=O)(=O)c1cccc2ccccc12 (stereo not given)
10	Cc1nnc(NC(=O)CSc2n[nH]c(-c3ccccc3)n2)s1
11	N#C/C(=C/c1ccc(C(=O)O)cc1)C(=O)Nc1ccccc1
12	Cc1cccc(OCC(=O)N/N=C2/SCC(=O)N2Cc2ccco2)c1
13	C/C=C/c1ccc([C@@H]2[C@@H](CO)N(C(=O)C3CC3)[C@H]2CN(CC)C(C)=O)cc1
14	O=C(CSc1nc2ccccc2s1)Nc1cc(S(=O)(=O)N2CCOCC2)ccc1Cl
15	CN(Cc1ccon1)Cc1cn(Cc2ccccc2)nc1-c1ccc2c(c1)OCO2
16	O=C(C[C@H]1C=C[C@@H](NC(=O)c2cccc(F)c2)[C@@H](CO)O1)NCCN1CCCC1

assay / compound	9	10	11	12	13	14	15	16
RAD54 branch	6	x	x	x	-1	-4	x	3
F508del corr	0.1	4.2	-2.6	-0.4	-1.2	x	1.2	-1.0
RAD52 inh	-13	-6	-4	-29	x	x	3	-13
Xi reactivation	0.1	0.3	0.1	0.0	0.0	-0.1	0.0	-0.4
ERAP1 HTS inh	0	2	-3	-7	x	x	-7	-2
ARNT-TACC3 inh	-2	6	3	-3	-2	-2	33	6
INS-1E GSIS act	-11	-7	-5	11	3	-1	-3	-1
esBAF inh	-6	x	x	-8	1	x	x	-6

An excerpt from above in order of heavy-atom count, high to low:
15	CN(Cc1ccon1)Cc1cn(Cc2ccccc2)nc1-c1ccc2c(c1)OCO2
16	O=C(C[C@H]1C=C[C@@H](NC(=O)c2cccc(F)c2)[C@@H](CO)O1)NCCN1CCCC1
12	Cc1cccc(OCC(=O)N/N=C2/SCC(=O)N2Cc2ccco2)c1

assay / compound	15	16	12
RAD54 branch	x	3	x
F508del corr	1.2	-1.0	-0.4
RAD52 inh	3	-13	-29
Xi reactivation	0.0	-0.4	0.0
ERAP1 HTS inh	-7	-2	-7
ARNT-TACC3 inh	33	6	-3
INS-1E GSIS act	-3	-1	11
esBAF inh	x	-6	-8

New compounds follow:
17	Cc1ccc(C(=O)NCC(=O)N2CCCN(C)CC2)cc1C
18	COc1ccc(N2CC(C(=O)N3CCN(C)CC3)CC2=O)cc1 (stereo not given)
19	C/C(CC(=O)Nc1ccc(Cl)c(Cl)c1)=N\NC(=O)C(=O)N1CCCCC1
20	COc1cc2c(cc1OC)CN(C(=O)[C@H]1[C@@H]3C(=O)O[C@@H](c4ccccc4)[C@@H](c4ccccc4)N3[C@@H](c3ccc(O)cc3)[C@]13C(=O)Nc1ccccc13)CC2
21	COc1ccc2oc(=O)cc(-c3cc4ccccc4o3)c2c1
22	CCC(=O)N1[C@H](CO)[C@H]2c3ccccc3N(C(=O)CC(F)(F)F)C[C@H]21
23	C[C@H](CO)N1C[C@H](C)[C@@H](CN(C)CC2CC2)Oc2ccc(NC(=O)Nc3ccc(C(F)(F)F)cc3)cc2CC1=O
24	O=C(NCCCCc1ccccc1)C1CC(c2ccc(C(F)(F)F)cc2)=NO1 (stereo not given)

assay / compound	17	18	19	20	21	22	23	24
RAD54 branch	-4	8	9	7	1	-3	-9	-11
F508del corr	3.1	-0.4	1.2	1.0	1.6	-2.4	-0.6	0.3
RAD52 inh	-7	-14	-9	9	-7	9	-12	-12
Xi reactivation	0.1	0.1	0.0	x	0.0	0.4	0.2	0.1
ERAP1 HTS inh	0	2	2	0	0	-1	-3	2
ARNT-TACC3 inh	x	0	1	22	x	-13	15	-6
INS-1E GSIS act	x	17	-22	x	9	0	0	-5
esBAF inh	-1	2	2	x	-3	3	3	1

25	COC(=O)C[C@H]1C[C@H]2c3cc(NC(=O)NC4CCCCC4)ccc3O[C@H]2[C@H](CO)O1
26	CN(C=O)c1ccc(CSc2ccccc2)cc1
27	CC1(C)CC(=O)C=C(c2ccc(I)cc2)C1
28	CC(=O)NC1=C(N(C)C2CCS(=O)(=O)C2)C(=O)c2ccccc2C1=O (stereo not given)
29	C[C@@H]1CN([C@@H](C)CO)C(=O)c2cccc(N(C)C)c2O[C@@H]1CN(C)Cc1ccc(C(=O)Nc2ccccc2N)cc1
30	OC[C@@H]1[C@H](c2ccc(-c3cccc(F)c3)cc2)[C@@H]2CN(Cc3cncnc3)CCCCN12
31	C[C@@H]1CN([C@H](C)CO)C(=O)c2cc(C3=CCCC3)cnc2O[C@H]1CN(C)C(=O)C1CCOCC1
32	COc1ccc(NC(=O)Nc2ccc3c(c2)C(=O)N([C@@H](C)CO)C[C@@H](C)[C@H](CN(C)C(=O)Nc2cccc4ccccc24)O3)cc1

assay / compound	25	26	27	28	29	30	31	32
RAD54 branch	-3	0	-1	-10	-9	-14	-11	3
F508del corr	2.1	-0.4	3.7	x	6.1	1.4	-2.8	0.3
RAD52 inh	-7	-8	-1	3	-8	-1	-5	-4
Xi reactivation	-0.1	3.0	0.0	0.1	x	0.0	-0.5	-0.9
ERAP1 HTS inh	0	-1	6	1	0	2	2	-1
ARNT-TACC3 inh	-3	3	0	-4	0	-1	0	12
INS-1E GSIS act	12	2	x	x	x	3	19	-40
esBAF inh	3	u	39	1	-5	-14	-3	9

33	Oc1ccc(CNc2ccccc2F)c2cccnc12
34	O=C(c1ccco1)N1CCN(CCCCOc2ccc(F)cc2)CC1
35	CC(C)(C)OC(=O)N1CCC(CC2CC(c3ccncc3)=NO2)(C(=O)O)CC1 (stereo not given)
36	COc1ccc(NC(=O)CN(C)C(=O)CSCc2c(C)noc2C)cc1
37	Cc1ccc(C)c(C(=O)OCC(=O)Nc2ccc(N3CCOCC3)cc2)c1
38	CCCC#Cc1ccc2c(c1)O[C@@H](CN(C)S(C)(=O)=O)[C@H](C)CN([C@@H](C)CO)S2(=O)=O
39	COc1ccc(C(=O)Nc2ccc(O)c3ccccc23)cc1
40	CCC(Sc1nc(C)cc(=O)[nH]1)C(=O)Nc1nnc(C)s1 (stereo not given)

assay / compound	33	34	35	36	37	38	39	40
RAD54 branch	-7&-16	9	-9	-8	x	-2	5	3
F508del corr	-1.9	x	1.2	-0.6	1.1	0.9	-2.3	x
RAD52 inh	-13	x	-5	-10	5	1	7	x
Xi reactivation	0.0	0.1	0.0	0.5	0.8	0.5	0.2	x
ERAP1 HTS inh	x	x	5	1	-5	1	4	x
ARNT-TACC3 inh	49*	-1	-1	-1	5	-4	3	2
INS-1E GSIS act	-2	22	x	9	-2	-14	-5	2
esBAF inh	1&-44	1	10	-1	x	5	17	-2

41	O=C(C1CCOCC1)N1CC2(C1)[C@@H](c1ccccc1)[C@@H](CO)N2Cc1ccccc1F
42	COc1cc(C(=O)NC(=S)N(C)Cc2ccccc2)cc(OC)c1OC
43	C[C@H]1CCCCO[C@@H](CN(C)C(=O)Nc2ccc(C(F)(F)F)cc2)[C@@H](C)CN([C@@H](C)CO)C(=O)c2cc(NC(=O)NC3CCCCC3)ccc2O1
44	Cc1onc(-c2ccccc2)c1C(=O)NCC1CCN(C(=O)C(=O)c2cccs2)CC1
45	O=C(Nc1nc(-c2ccccn2)cs1)c1ccco1
46	C/C(N)=C(/C#N)C(=O)COC(=O)CCCNC(=O)c1ccc(Cl)cc1
47	Nc1nc(-c2ccc3c(c2)CCCC3)c(CC(=O)O)s1
48	CCc1ccc(NC(=O)C(CC)Sc2nc3ccsc3c(=O)n2CCC(=O)O)cc1 (stereo not given)

assay / compound	41	42	43	44	45	46	47	48
RAD54 branch	x	2	-3	x	x	4	-21	-6
F508del corr	2.4	0.2	-1.4	3.8	1.7	-3.2	-3.7	1.1
RAD52 inh	18	-3	-47	-13	-28	-21	-60	-7
Xi reactivation	0.0	0.1	0.3	0.1	3.5	0.1	0.2	0.1
ERAP1 HTS inh	1	0	2	0	2	x	-1	-5
ARNT-TACC3 inh	x	-1	-8	x	59*	-2	-1	16
INS-1E GSIS act	-2	-2	24	x	1	27	-3	-6
esBAF inh	x	x	8	x	x	-1	9	-5

49	S=c1[nH]nc(-c2ccco2)n1-c1ccc(Br)cc1
50	Cc1ccc(S(=O)(=O)N(C)C[C@H]2Oc3ncc(-c4ccccc4)cc3C(=O)N([C@@H](C)CO)C[C@H]2C)cc1
51	CCO/N=C1\C(=O)N(c2ccccc2)c2ccccc21
52	COc1cccc(-c2cc(N3CCN(C(=O)c4ccoc4)CC3)n3nc(-c4cccc(Cl)c4)cc3n2)c1
53	CC=Cc1ccc2n(c1=O)C[C@@H]1[C@@H](CO)[C@H](C(=O)N3CCCCC3)[C@H]2N1Cc1ccccn1 (mixture of isomers)
54	CN(C)CCCNC(=O)C[C@@H]1CC[C@H]2[C@@H](COC[C@H](O)CN2CC2CCCCC2)O1

assay / compound	49	50	51	52	53	54
RAD54 branch	5	-5	x	4	-7	x
F508del corr	1.1	0.2	-1.9	-2.1	x	0.5
RAD52 inh	0	8	-7	-17	-11	65*
Xi reactivation	0.3	-0.9	0.0	0.2	0.6	0.1
ERAP1 HTS inh	7	-1	1	5	x	0
ARNT-TACC3 inh	-7	3	10	x	1	x
INS-1E GSIS act	-6	-15	28	x	24	13
esBAF inh	x	2	x	1	-4	x

Record cards, from the list above:
Entry for `CC=Cc1ccc2n(c1=O)C[C@@H]1[C@@H](CO)[C@H](C(=O)N3CCCCC3)[C@H]2N1Cc1ccccn1` (mixture of isomers) : RAD54 branch: -7; F508del corr: x; RAD52 inh: -11; Xi reactivation: 0.6; ERAP1 HTS inh: x; ARNT-TACC3 inh: 1; INS-1E GSIS act: 24; esBAF inh: -4
Entry for `S=c1[nH]nc(-c2ccco2)n1-c1ccc(Br)cc1` : RAD54 branch: 5; F508del corr: 1.1; RAD52 inh: 0; Xi reactivation: 0.3; ERAP1 HTS inh: 7; ARNT-TACC3 inh: -7; INS-1E GSIS act: -6; esBAF inh: x

This is a random part of the collection, and some 3.3% of all compounds hit somewhere here.
